MLL CXXC-DNA inh = MLL CXXC-DNA interaction inhibition | Q03164 | MLL-CXXC / FITC-HOXA9 DNA fluorescence polarization | Potency, µM (highest dose often 115 µM), inactives show at the top dose activity change, negative = inhibition, most hits filed as inhibitors | actives 0.037% (n = 290,000) | AID 2662; active = well fitted inhibition curve with a large enough effect in the polarisation, with a control signal flat, not every such curve was filed as active; inconclusive = small, poorly fitted or top-dose-only effect, or effect the other way, or a change in a side signal; inactive = no such curve, though single readings can be large or run the other way; the % refers to the polarisation; also: potency is read from the fitted curve at half-maximal effect
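Purified MLL-CXXC (added from a 7 uM solution) was preincubated 5 min at ambient with pinned compounds in 50 mM Tris-HCl pH 7.5, 50 mM NaCl, 1 mM DTT, 0.05% BSA. Fluorescein-labeled HOX-A9 DNA (50 nM solution) followed, 30 min, then polarization read.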
TSHR antagonist = blocks TSH signaling through the human TSH receptor. P16473. TSHR-expressing cells, TSH-stimulated cAMP HTRF, 2 h; active compounds read low. activity change, negative = inhibition, % at 11.5 µM. actives 0.2% (n = 330,000). AID 504810;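 active = activity change below a set negative limit, meaning inhibition stronger than a set level, cut at about -70% in these data; inconclusive = activity change between two set negative limits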; also: % is scaled to controls: 0 for no effect and ±100 for the full control effect
Target sequence (P16473 whole entry, looked up): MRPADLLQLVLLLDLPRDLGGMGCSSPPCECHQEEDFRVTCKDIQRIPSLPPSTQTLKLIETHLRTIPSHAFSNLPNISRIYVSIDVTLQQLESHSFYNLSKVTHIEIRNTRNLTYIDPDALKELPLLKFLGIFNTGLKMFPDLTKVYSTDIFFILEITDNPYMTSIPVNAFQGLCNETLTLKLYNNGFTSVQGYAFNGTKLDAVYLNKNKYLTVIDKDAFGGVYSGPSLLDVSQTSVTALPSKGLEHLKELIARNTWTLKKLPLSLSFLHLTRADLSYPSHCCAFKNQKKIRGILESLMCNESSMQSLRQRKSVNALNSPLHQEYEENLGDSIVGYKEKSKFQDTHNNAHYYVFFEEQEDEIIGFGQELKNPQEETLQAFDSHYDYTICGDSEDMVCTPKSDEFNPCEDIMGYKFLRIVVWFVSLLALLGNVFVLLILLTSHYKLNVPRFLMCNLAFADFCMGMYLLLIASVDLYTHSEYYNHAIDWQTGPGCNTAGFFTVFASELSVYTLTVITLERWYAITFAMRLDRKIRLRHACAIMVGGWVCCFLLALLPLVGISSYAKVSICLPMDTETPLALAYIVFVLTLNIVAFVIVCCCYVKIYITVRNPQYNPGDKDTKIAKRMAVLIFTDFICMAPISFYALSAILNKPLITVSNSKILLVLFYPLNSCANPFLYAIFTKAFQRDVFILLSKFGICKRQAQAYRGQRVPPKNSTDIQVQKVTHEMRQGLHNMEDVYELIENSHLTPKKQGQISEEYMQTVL
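Antagonism was scored as loss of TSH-driven cAMP in TSHR cells, stimulated with 4nM TSH (EC80) for 2 hours at 37 deg C and detected by homogeneous HTRF competition immunoassay.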
TCR act = T cell receptor activation; primary human leukocytes, anti-CD3, IL-2 HTRF, 48 h; 330,000 tested, under 10 active; Potency, µM (titrated, usually from 9.22 µM), for the others: at the top dose activation of IL-2 secretion, most hits filed as activators; also: % of control where 0% means no effect
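Primary human leukocytes receive a-CD3 beads and test compound and are incubated 48 hr. Secreted IL-2 is then assayed by HTRF, measuring 665nm acceptor emission after 320nm excitation of the europium donor.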
Menin-MLL TR inh = inhibitors of human menin-MLL interaction, mutant MLL peptide | Potency, µM (titrated, usually from 61.6 µM), for inactives: at the top dose FP activity change, negative = inhibition, actives largely listed as inhibitors | O00255 | actives 0.23% (n = 270,000) | Menin + Texas Red MLL mutant peptide, fluorescence polarization | AID 1768; active = well fitted inhibition curve with a large enough effect in the polarisation, with a control signal flat, not every such curve was filed as active; inconclusive = small, poorly fitted or top-dose-only effect, or effect the other way, or a change in a side signal; inactive = no such curve, though single readings can be large or run the other way; the % refers to the polarisation; also: potency is read from the fitted curve at half-maximal effect; % of control where 0% means no effect; many of its hits are not listed in these tables
ASM inhibitor = blocks human secretory acid sphingomyelinase; Potency, µM (top dose mostly 57.5 µM), for the others: at the highest dose activity change, negative = inhibition, most hits filed as inhibitors; AID 504937; placental ASM, HMU-PC fluorogenic substrate, 60 min; P17405; actives 0.006% (n = 340,000); also: potency is read from the fitted curve at half-maximal effect
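Human placenta-derived ASM enzyme was preincubated with compound for 10 minutes at room temperature, then given fluorogenic substrate HMU-PC0 (9 uM final) for 60 minutes at 37 °C; a pH 10 stop preceded fluorescence reading at Ex 386/Em 447 nm.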
MBNL1-CUG inh = blocks human MBNL1 binding to CUG repeat RNA | TR-FRET MBNL1-His/biotin-(CUG)12 binding, 665/545 ratio | Potency, µM (top dose mostly 57.5 µM), without a hit: top-dose activity change, negative = inhibition, hits mostly inhibitors | Q9NR56 | actives 0.036% (n = 280,000); active = well fitted inhibition curve with a large enough effect in the signal ratio, with a control signal flat, not every such curve was filed as active; inconclusive = small, poorly fitted or top-dose-only effect, or effect the other way, or a change in a side signal; inactive = no such curve, though single readings can be large or run the other way; the % refers to the signal ratio; also: potency is read from the fitted curve at half-maximal effect; % is scaled to controls: 0 for no effect and ±100 for the full control effect
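TR-FRET between His-tagged MBNL1 and biotin-(CUG)12 RNA, detected with Tb anti-His antibody (0.055 ng/ul) and streptavidin-XL665 (5 nM), 60 min at room temperature. Compounds titrated 92 nM to 58 uM; 665/545 nm ratio normalized to buffer and complex controls.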
TSG101-PTAP inh = blocks PTAP/TSG101 interaction to inhibit HIV-1 budding | 340,000 tested, under 10 active | Potency, µM (highest dose often 115 µM), without a hit: at the top dose activity change, negative = inhibition, usual class: inhibitors | Fluorescence polarization, FITC-PTAP peptide / Tsg101 binding | Q99816; active = well fitted inhibition curve with a large enough effect in the main read-out, with a control signal flat, not every such curve was filed as active; inconclusive = small, poorly fitted or top-dose-only effect, or effect the other way, or a change in a side signal; inactive = no such curve, though single readings can be large or run the other way; also: potency is read from the fitted curve at half-maximal effect; % of control where 0% means no effect
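Fluorescence polarization binding of Tsg101 binding domain (10 uM final) to FITC-labeled PTAP peptide (50 nM final) in HEPES pH 7.5 buffer with NaCl, Tween 20, EDTA, TCEP. Compounds added before peptide; binding 20 min at RT.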
a7 integrin act = activators of alpha7 integrin expression for muscular dystrophy | alpha7betagal myoblasts, beta-gal FDG fluorescence, 48 h | Potency, µM (highest dose often 38.3 µM), inactives show top-dose activation, most hits filed as activators | actives 0.064% (n = 350,000);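 also: potency is read from the fitted curve at half-maximal effect; 100% = response of the positive control SU9516; nearly all actives have a fitted effect of over 60% in size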
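alpha7betagal+/- myoblasts (passage 13, 250/well) treated 48 h at 37C with compounds at 1:260 dilution of DMSO stock. Lysed, then beta-galactosidase activity read as FDG fluorescence (ex 480/em 540) after 30 min, with pre-read for autofluorescence.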
Mito fusion yeast = mitochondrial division inhibition or fusion activation; S. cerevisiae fusion-defective mutant growth rescue, CellTiterGlo 48 h; Potency, µM (top dose mostly 46.1 µM), without a hit: at the highest dose growth rescue (activation), most hits filed as activators; actives 0.23% (n = 320,000); AID 485298;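 also: potency is read from the fitted curve at half-maximal effect; % of control where 0% means no effect; nearly all actives have a fitted effect of over 45% in size; temperature-sensitive fusion mutants such as fzo1-1 at 37 °C on non-fermentable ethanol glycerol medium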
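Growth-rescue viability read-out: after 48 h at the non-permissive 37C in glycerol/ethanol YPEG, yeast mitochondrial fusion mutants are measured by CellTiterGlo luminescence; compounds (23 nl pinned per well) restoring growth score as division inhibitors or fusion activators.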
A-T KAP1 phos = potential ataxia-telangiectasia treatments restoring KAP-1 phosphorylation. […] A-T fibroblasts, KAP-1 phosphorylation AlphaLISA; neocarzinostatin DNA damage 30 min before lysis. Potency, µM (series often up to 57.5 µM), for inactives: at the top dose activation, hits mostly activators. actives 0.19% (n = 320,000). AID 485349; also: potency is read from the fitted curve at half-maximal effect; % of control where 0% means no effect; nearly all actives have a fitted effect of over 45% in size
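ATM-like activity read as KAP-1 phosphorylation via AlphaLISA donor/acceptor antibody pairs after lysis and 6 hr at 25C. Cells were ATM-null patient fibroblasts ([…], hTERT), dosed 60 min, then exposed to the DSB inducer NCS for 30 min.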
* hit, by the source's call; ? = inconclusive; nt = not tested or not shown; & = joins results of further samples; [ ] = remark or other dose. Unless noted, calls follow the shape of the dose curve; as a rule, active = well fitted curve in the direction sought with a large enough effect; inconclusive = small, poorly fitted or top-dose-only effect, or another doubt; inactive = no such curve, though single readings can be large; an effect the other way counts as inactive or inconclusive. Only part of the results is shown; the hit share may differ from the screen's.

SMILES	MLL CXXC-DNA inh	TSHR antagonist	TCR act	Menin-MLL TR inh	ASM inhibitor	MBNL1-CUG inh	TSG101-PTAP inh	a7 integrin act	Mito fusion yeast	A-T KAP1 phos
CSc1c(C#N)c(N)c(C#N)c2c1COC(C)(C)C2	-3.4%	16.4	2.4%[46.1 µM]	4.0%	260.4%[activator]	1.7%	-4.4%	-2.9%	2.6%	4.4%
C#CCOCCOCCOCCNc1nc(N2CCN(C(=O)Cn3cc(CCCCN)nn3)CC2)nc(N2CCN(C(=O)Cn3cc(CCCN=C(N)N)nn3)CC2)n1	nt	-2.5	-6.2%	nt	2.6%	nt	-1.9%	4.3%	-3.8%	18.2%
CCOC(=O)CC1ON(C)C(=O)N1c1ccc([N+](=O)[O-])cc1 (stereo not drawn)	-4.0%	-3.3	6.1%	2.6%	0.8%	8.9%	-1.2%	10.2%	0.7%	-2.4%
CCCCCCCCCCCCCCCC(=O)OC(CC(=O)O)C[N+](C)(C)C (stereo not drawn)	-10.5%	-20.3&-33.1	-4.1%	?	?	nt	0.4%	nt	-82.5%&-42.0%[inhibitor]	-5.9%
CCOc1ccc(-n2c(C)cc(C(=O)NS(=O)(=O)c3ccc(C)cc3)c2C)cc1	0.5%	-12.7	-5.4%[46.1 µM]	-4.1%	-6.2%	-6.1%	-2.8%	0.8%	-12.7%	2.4%
O=C(CSc1ccccc1)Nc1ccc(S(=O)(=O)NCC2CCCO2)cc1 (stereo not drawn)	13.0%	1.7	nt	21.0%	5.4%	-2.1%	-4.9%	-1.6%	-3.7%	3.4%
Cc1ccc(N(C(=O)c2cc3ccccc3oc2=O)C2C=CS(=O)(=O)C2)cc1 (stereo not drawn)	0.2%	37.0	2.5%[46.1 µM]	1.7%	1.3%	-5.1%	0.3%	40.3%	-4.0%	-0.7%
COc1cccc(C(=O)Oc2cc(-c3ccccc3)no2)c1	1.9%	4.3	-0.6%	-0.9%	5.4%	-8.9%	-1.2%	-7.3%	2.2%	0.2%
Cc1ccc(NC(=O)c2cc(-c3ccc(C)o3)nc3ccccc23)nc1	4.8%	-7.6	5.3%	?	311.6%[activator]	19.5%	-4.2%	-41.8%	-1.1%	3.1%
COC(C[C@H]1O[C@H]1[C@H](O)[C@H](C)OCc1ccccc1)OC	4.3%	-0.9	-12.7%	nt	-0.1%	-2.9%	-1.0%	9.1%	2.3%	3.2%
CC(C)(C)NC(=O)NC(=O)C[n+]1ccc(Cc2ccc([N+](=O)[O-])cc2)cc1	?	-1.8	3.8%	?	-2.5%	?	-2.6%	-1.2%	-6.6%	-23.3%
CC(C)(C)N1C(=O)c2ccc(C(=O)O)cc2C1=O	4.1%	-8.6	-0.5%	-9.5%	1.6%	-7.5%	-5.3%	-19.4%	2.0%	-0.1%
Cc1ccc(C(C(=O)NC2CCCC2)N(CCCO)C(=O)Cn2nnc(-c3ccc(C)o3)n2)cc1 (stereo not drawn)	-3.3%	-3.5	-17.5%	0.5%	0.8%	0.8%	-0.4%	13.3%	-0.5%	-5.1%
Cc1ccc(C)c(N2C(=O)c3ccc(C(=O)OCC(=O)c4c(N)n(C)c(=O)n(C)c4=O)cc3C2=O)c1	-6.3%	6.9	-1.7%[46.1 µM]	10.1%	-21.7%	nt	-3.5%	17.6%	7.1%	6.4%
O=C(COc1ccc(-c2ccccc2)cc1)N1CCN(C(=O)c2cccnc2)CC1	0.2%	-4.3	-0.2%	-8.3%	-2.5%	6.8%	-2.0%	11.6%	-2.9%	1.6%
CCOC(=O)c1cccnc1SCC(=O)N(C)c1ccccc1	5.3%	9.2	4.1%	-6.7%	7.4%	-6.9%	-3.0%	-11.7%	-4.3%	4.5%
C#Cc1ccc([C@H]2C=C(C(=O)Nc3ccccc3)O[C@@H](OCc3ccc(CO)cc3)C2)cc1	11.2%	-8.2	4.1%	nt	-20.0%	7.6%	-3.9%	-4.8%	?	-9.7%
CCOc1ccc(N2C(=O)CNC2=S)cc1	6.0%	-7.4	-2.8%	-10.5%	4.4%	4.1%	0.2%	-5.6%	-1.8%	-1.8%
Cc1ccc(NC(=O)Cn2c(=O)oc3ccccc32)cc1Cl	7.0%	-4.1	-4.3%	?	-2.6%	-14.0%	2.1%	-36.0%[inhibitor]	2.2%	2.2%
CCCn1cc(SCC(=O)Nc2nnc(C)s2)c2ccccc21	1.0%	-3.6	-0.3%	4.7%	0.0%	0.7%	-1.3%	-19.8%	-1.3%	-1.9%
CCOC(=O)C1Oc2ccccc2C(c2cccc3ccccc23)=C1C(=O)OC (stereo not drawn)	nt	-3.8	7.3%[46.1 µM]	-5.2%	-3.3%	nt	-1.8%	2.2%	nt	22.7%
Cc1ccc(NC(=O)COC(=O)Cn2ccc(=O)[nH]c2=O)cc1C	nt	-4.0	-4.9%	nt	-0.4%	nt	1.0%	-13.7%	nt	3.8%
CC(OC(=O)c1cc(S(=O)(=O)N(C)C)ccc1N1CCCC1)C(=O)NCc1ccccc1 (stereo not drawn)	-3.9%	5.2	-2.8%	nt	nt	2.1%	-2.1%	-4.0%	-6.0%	2.7%
CCOc1cccc(N(C(=O)CCC(=O)Nc2cc(C)on2)C(C(=O)NC(C)(C)C)c2ccc(OC)cc2)c1 (stereo not drawn)	-2.5%	9.2	-2.3%	nt	-0.2%	3.0%	-2.3%	-12.8%	2.0%	4.0%
O=C(NCC1COc2ccccc2O1)c1cccs1 (stereo not drawn)	4.1%	3.3	-2.7%	19.2%	-0.1%	-4.5%	-1.0%	11.8%	-3.1%	-1.1%
CC(C)(C)OC(=O)C[C@@H]1C/C=C\C[C@@H](CC(=O)N[C@@H](CO)Cc2ccccc2)C(=O)NCCOC1=O	nt	0.9	-8.2%	nt	1.0%	nt	-2.2%	-9.1%	nt	10.0%
COc1cccc(C(=O)C2CCCN(C(=O)CCc3scnc3C)C2)c1 (stereo not drawn)	-8.2%	-9.3	4.9%	-8.9%	-5.7%	-12.0%	-0.5%	-4.6%	-3.1%	-3.3%
Cc1ccc(CN2CCSc3ccc(C(=O)NC4CCCC4)cc32)cc1	8.8%	3.9	-7.6%	nt	148.9%[activator]	4.6%	-4.7%	-4.9%	-4.3%	1.5%
COc1ccc(S(=O)(=O)N2CCCC2c2cccs2)cc1 (stereo not drawn)	5.4%	1.6	3.9%	nt	0.6%	3.2%	-5.9%	-13.0%	-1.9%	0.6%
O=c1cc(C(F)(F)F)[nH]c(=S)n1-c1ccccc1	2.5%	-8.1	1.9%	20.1%	0.2%	2.0%	-2.8%	-9.7%	-6.7%	-10.3%
N#CC1=C(N)Oc2c(oc(CO)cc2=O)C1c1cccs1 (stereo not drawn)	-1.0%	-6.6	-42.3%	10.1%	0.3%	?	-4.4%	22.0%	1.6%	6.6%
O=C(NCCN1CCN(c2ccccc2)CC1)c1cccc(Br)c1	2.4%	12.5	2.4%	-14.0%	-0.1%	2.4%	0.5%	11.1%	7.1%	2.5%
CN1C(=O)S/C(=C/c2ccccc2OCc2ccc(C(=O)O)cc2)C1=O	17.4%	-30.4	8.7%	?	6.7%	4.5%	-1.7%	-19.5%	1.8%	10.5%
Oc1ccc(/C=N/Nc2ncc(Cl)cc2Cl)cc1	3.9%	-1.2	-0.3%	16.7%	-1.7%	2.1%	-3.1%	14.7%	-25.8%	-3.5%
COc1cc(NC(=S)NN2CCN(C)CC2)cc(OC)c1	1.1%	-2.2	-1.8%	-3.6%	3.6%	6.9%	-6.7%	-1.0%	-2.1%	6.0%
CCCC(=O)Nc1ccc2c(c1)nc(CN1CCN(C(=O)OCC)CC1)n2CC	24.0%	1.2	3.6%	-13.2%	5.3%	-9.5%	-7.3%	-38.3%	4.0%	10.0%
NC(=O)c1ccc(NC(=O)COC(=O)c2ccc(Br)c(S(=O)(=O)N3CCOCC3)c2)cc1	nt	nt	1.3%	nt	-1.6%	nt	-3.3%	21.5%	nt	nt
CC(O)Cn1c(N2CCCC2)nc2c1c(=O)[nH]c(=O)n2C (stereo not drawn)	-8.7%	-4.4	nt	2.8%	21.2%	-5.2%	-0.7%	16.4%	3.5%	11.9%
